# Screening data as filed in PubChem.
# GLP1R ag: agonists of human GLP-1 receptor. P43220. HEK293 GLP-1R CRE-luciferase, luminescence, 4-6 h; cells express a hypersensitive GLP-1R form. Potency, µM (titrated, usually from 45.6 µM), without a hit: top-dose activation, usual class: activators. 0.007% of 380,000 active; further: potency means the concentration at half of the fitted maximal effect; % of control where 0% means no effect
# EPAC1 agonist: activates human EPAC1 exchange factor. 0.073% of 360,000 active. Potency, µM (series often up to 154 µM), without a hit: top-dose activation, hits mostly activators. EPAC1 agonist qHTS, biochemical assay; response scale: 100% = response to 6.5 mM cAMP. O95398; further: potency means the concentration at half of the fitted maximal effect; nearly all actives have a fitted effect of over 60% in size
# Target sequence (O95398 whole entry, looked up): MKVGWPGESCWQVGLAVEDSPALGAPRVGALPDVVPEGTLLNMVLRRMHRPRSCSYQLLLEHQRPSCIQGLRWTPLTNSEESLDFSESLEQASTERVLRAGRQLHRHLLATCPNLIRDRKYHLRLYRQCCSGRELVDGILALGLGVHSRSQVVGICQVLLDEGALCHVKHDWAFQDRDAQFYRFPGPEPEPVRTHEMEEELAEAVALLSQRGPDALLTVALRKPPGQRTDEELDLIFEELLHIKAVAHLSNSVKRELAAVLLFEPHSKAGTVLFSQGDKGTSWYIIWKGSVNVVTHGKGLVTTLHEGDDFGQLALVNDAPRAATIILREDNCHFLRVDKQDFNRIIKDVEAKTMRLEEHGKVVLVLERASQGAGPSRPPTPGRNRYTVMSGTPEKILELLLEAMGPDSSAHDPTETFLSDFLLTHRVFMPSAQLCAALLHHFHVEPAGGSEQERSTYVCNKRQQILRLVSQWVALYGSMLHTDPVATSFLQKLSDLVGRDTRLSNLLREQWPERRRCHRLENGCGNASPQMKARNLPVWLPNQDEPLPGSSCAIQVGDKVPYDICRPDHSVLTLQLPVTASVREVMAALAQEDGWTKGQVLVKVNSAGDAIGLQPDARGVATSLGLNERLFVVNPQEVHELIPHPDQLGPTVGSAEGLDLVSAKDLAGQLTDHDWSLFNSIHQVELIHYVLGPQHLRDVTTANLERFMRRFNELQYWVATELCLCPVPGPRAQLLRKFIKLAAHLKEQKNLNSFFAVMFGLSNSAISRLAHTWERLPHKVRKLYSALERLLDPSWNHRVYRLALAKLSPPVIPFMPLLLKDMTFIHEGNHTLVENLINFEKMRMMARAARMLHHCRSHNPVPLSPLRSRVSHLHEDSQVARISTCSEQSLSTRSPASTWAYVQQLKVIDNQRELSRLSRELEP
#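 Nucleotide exchange assay: 100 nM EPAC1 with 250 nM Rap1B loaded with BODIPY-GDP and 50 uM GDP, room temperature. Fluorescence (480/540 nm) read every 5 min for 30 min; signal change normalized to 6.5 mM cAMP as full agonist.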
# PTHR1 agonist: activates the human parathyroid hormone receptor PTHR1. Q03431. HEK293 GP2 PTHR1 cells, GloSensor cAMP luminescence, 1 h. Potency, µM (series often up to 115 µM), for inactives: at the top dose activation, usual class: activators. 0.075% of 410,000 active. AID 743266; further: potency means the concentration at half of the fitted maximal effect; nearly all actives have a fitted effect of over 55% in size; some results filed as inactive show a strong effect at the top dose; inactives centre near -15; many of its hits are not listed in these tables
#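 HEK-293-derived GP2 cells expressing PTHR1 and a GloSensor cAMP reporter, 3,000/well, plated overnight, given luciferin plus IBMX (each 0.5 mM as added) for 1 h at 37 °C, then compound for 1 h at 37 °C. Luminescence was read after 15 min at room temperature.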
# EPAC1 antag: blocks human EPAC1 exchange factor; AID 720709; Potency, µM (top dose mostly 115 µM), without a hit: at the top dose activity change, negative = inhibition, most hits filed as inhibitors; 0.14% of 360,000 active; EPAC1 GEF assay, Rap1b-BODIPY-GDP exchange fluorescence;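 further: potency means the concentration at half of the fitted maximal effect; plate controls were vehicle for no effect and positive control for full effect; nearly all actives have a fitted effect of over 50% in size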
# PLK1 PBD block: inhibitors of human PLK1 polo-box domain binding | P53350 | Plk1 PBD binding of FITC phosphopeptide, fluorescence polarization | Potency, µM, for the others: max response, negative = inhibition, usual class: inhibitors | 2.8% of 360,000 active | AID 720504; further: potency means the concentration at half of the fitted maximal effect; series mostly up to about 57 µM; on the % scale 0 is the no-effect control and ±100 the full control effect; nearly all actives have a fitted effect of over 65% in size
# PI5P4Ka inh: PI5P4K alpha (human) kinase inhibition | P48426 | 1.2% of 330,000 active | max response, % | PI5P4Kalpha enzyme, ADP-Glo luminescence, 60 min; stronger effect = lower value; active means max response of -50% or lower; inconclusive means between -30% and -50%; inactive means -30% or higher; further: value at the top dose of about 77 µM; on the % scale 0 is the no-effect control and ±100 the full control effect
#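 Reactions run in 0.038 M HEPES pH 7.4, 0.28 mM EGTA, 0.1% CHAPS and 5% DMSO, with PI5P4Kalpha, substrate, compound and 5 microM ATP final, one hour at room temperature. Readout is ADP-Glo luminescence.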
# IL2 activator: IL-2 activation. activation, % (series mostly up to about 46 µM). IL-2 activation reporter assay, cell-based qHTS; stimulated with anti-CD3/CD4/CD28 beads; in transgenic mouse T cells. 0.065% of 360,000 active; in the data active means activation above about 50%; inconclusive means mostly about 30% to 49%; further: 0% is about no effect
#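 Unstimulated transgenic mouse T cells preincubated 60 min with compound, then stimulated with anti-CD3/anti-CD4-coated beads plus anti-CD28 for 18 h at 37 degrees C. IL-2 response read as EGFP and DsRed fluorescence by plate cytometry.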
# HEK293 tox: cytotoxicity in counter-screen for GLP-1R inverse agonists; HEK293 cAMP-luciferase reporter cells, luminescence, 24 h; 0.13% of 410,000 active; Potency, µM (highest dose often 38.3 µM), without a hit: at the highest dose activity change, negative = inhibition, actives largely listed as inhibitors; AID 624418;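 further: loss of luciferase light is scored as toxicity; potency means the concentration at half of the fitted maximal effect; on the % scale 0 is the no-effect control and ±100 the full control effect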
#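 Cells in DMEM/10% Nu serum/1% pen-strep, 1536-well format. Pre-incubated 12 h, dosed with 23 nL compound, incubated a further 24 h. Luciferase detection, 12 min at room temp, luminescence.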
# GLP1R inv ag: GLP-1 receptor (human) inverse agonism | 1.6% of 410,000 active | HEK293 GLP-1R CRE-luciferase, luminescence, 24 h; GLP-1R form is constitutively active | P43220 | Potency, µM (highest dose often 38.3 µM), without a hit: top-dose activity change, negative = inhibition, most hits filed as inhibitors; further: potency means the concentration at half of the fitted maximal effect; on the % scale 0 is the no-effect control and ±100 the full control effect; nearly all actives have a fitted effect of over 55% in size
#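 GLP-1R inverse agonism mode: basal reporter luminescence in engineered HEK293 cells measured after one day of compound exposure at 37 deg C, with a 12 min room-temperature detection step.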
# * = called active by the depositor; i = inactive; ? = inconclusive; . = not tested or not shown; & = joins results of further samples; [ ] = dose if it differs, or a comment. Unless noted, the call rests on the fitted dose curve; in most records, active means well fitted curve in the direction sought with a large enough effect; inconclusive means small, poorly fitted or top-dose-only effect, or another doubt; inactive means no such curve, though single readings can be large; an effect the other way counts as inactive or inconclusive. Not all compounds are listed; rates above refer to the full screens.
1	CC(/C=N/NC(=O)c1ccc(CN2c3cccc4cccc(c34)S2(=O)=O)cc1)c1ccccc1 (stereo not drawn)
2	COc1ccc2nc(SCC(=O)Nc3ccccc3C#N)[nH]c2c1
3	Cc1c(C(=O)Nc2ccc(-n3cnnn3)cc2)oc2ccccc12
4	NN1C(=O)/C(=C\c2ccco2)SC1=S
5	O=C(NCCc1ccccc1)C1CCN(C(=O)c2ccc([N+](=O)[O-])cc2)CC1
6	CCOC(=O)c1ccccc1NC(=O)CSc1ccc(-c2ccccn2)nn1
7	CCOC(=O)Cn1cc(/C=N/N2C(=O)C3C4C=CC(C4)C3C2=O)c2ccccc21 (stereo not drawn)
8	O=C1CCC/C=C/C[C@@H](CC(=O)N(CCO)Cc2ccccc2)C(=O)NC[C@H](c2ccccc2)O1

Screen / compound no.	1	2	3	4	5	6	7	8
GLP1R ag	14%	?	-5%	11%	0%	6%	10%	-4%
EPAC1 agonist	10%	7%	5%	1%	6%	4%	0%	-10%
PTHR1 agonist	i	i	i	-7%	-3%	i	i	23%
EPAC1 antag	-5%	-5%	12%	-7%	-6%	1%	-11%	-2%
PLK1 PBD block	?	-6%	-11%	0%	-4%	-8%	15µM*	-10%
PI5P4Ka inh	?	-6	.	-15	1	3	-25	0
IL2 activator	0.0	-0.8	0.6	-0.6	-3.6	-3.0	-3.9	-0.6
HEK293 tox	14%	4%	2%	-28%	-5%	-21%	-23%	8%
GLP1R inv ag	21%	34%[activator]	6%	25%	20%	-10%	-15%	-2%

9	CCCc1nnc(-c2cc(OC)c(OC)c(OC)c2)o1
10	Oc1cccc(/C=N/Nc2ccc(Cl)nn2)c1O
11	COc1ccccc1NC(=O)C(C)OC(=O)c1nc2nc(C)cc(C)n2n1 (stereo not drawn)
12	O=C(CCc1nc2ccccc2c(=O)[nH]1)OCC(=O)N1CCc2ccccc21
13	Cc1cc(C)c(S(=O)(=O)c2ccccc2)c(OC(=O)c2c(Cl)cc(Cl)cc2Cl)n1
14	Cc1ccc(S(=O)(=O)N2CCN(CC(=O)N/N=C\c3ccncc3)CC2)cc1
15	CC(=O)NC1C(OCc2ccccc2)OC2COC(C)(C)OC2C1O (stereo not drawn)
16	Cc1ccc(S(=O)(=O)N/N=C2/CC(c3ccccc3)Oc3ccccc32)cc1[N+](=O)[O-] (stereo not drawn)

Screen / compound no.	9	10	11	12	13	14	15	16
GLP1R ag	-1%	3%	-17%	3%	-11%	-1%	2%	-5%
EPAC1 agonist	2%	-1%	-3%	0%	7%	3%	15%	25%
PTHR1 agonist	i	-65%[inhibitor]	i	i	-9%[57.5 µM]	-21%	i	-26%
EPAC1 antag	0%	-5%	4%	4%	2%	-25%	-25%	-20%
PLK1 PBD block	-3%	-11%	-1%	-1%	4%	-12%	-3%	12µM*
PI5P4Ka inh	6	-22	-4	2	-2	2	5	1
IL2 activator	-0.3	-3.4	-3.4	-0.2	-2.3	-3.5	-0.4	-1.7
HEK293 tox	12%	?	0%	-4%	?	1%	5%	-3%
GLP1R inv ag	21%	1.1µM*	10%	4%	7.9µM*	-3%	7%	?

17	O=C(O)c1cccc(NC(=O)c2cn(-c3ccccc3)nc2-c2ccc(F)cc2)c1
18	O=C(NCc1ccco1)/C(=C\C=C\c1ccccc1)NC(=O)c1ccco1
19	COc1cc(C(=O)NC2CC3CCCC(C2)N3Cc2ccccc2)cc(OC)c1OC (stereo not drawn)
20	Cc1ccsc1C(=O)N/N=C/c1ccc2c(c1)OCO2
21	CN(CCc1ccccc1)C(c1cc2ccccc2o1)c1nnnn1C(C)(C)C (stereo not drawn)
22	Cc1cc(C(=O)N2CCN(S(=O)(=O)c3ccccc3C#N)CC2)c(C)o1
23	O=C(N1CCN(c2ccc(F)cc2)CC1)C12CC3CC(CC(C3)C1)C2
24	CCN(CC)S(=O)(=O)c1cc(NC(=O)COc2ccc(C#N)cc2OC)ccc1C

Screen / compound no.	17	18	19	20	21	22	23	24
GLP1R ag	4%	0%	1%	-23%	1%	-2%	-6%	-4%
EPAC1 agonist	-7%	13%	-2%	-14%	0%	-6%	-1%	3%
PTHR1 agonist	-23%	-3%	-15%	-31%	-49%[inhibitor]	i	-26%[57.5 µM]	-36%[inhibitor]
EPAC1 antag	-10%	?	-14%	-22%	-6%	-4%	5%	-15%
PLK1 PBD block	-15%	-24%	4%	-11%	-8%	-3%	-8%	3%
PI5P4Ka inh	?	-11	-7	-5	15	-8	-8	-1
IL2 activator	-0.4	-1.9	-0.3	-0.2	-0.9	1.0	0.1	1.6
HEK293 tox	10%	3%	1%	7%	-3%	6%	-3%	-12%
GLP1R inv ag	-26%	18%	-2%	?	?	5%	?	1%

# As a working copy, some entries already given:
17	O=C(O)c1cccc(NC(=O)c2cn(-c3ccccc3)nc2-c2ccc(F)cc2)c1
18	O=C(NCc1ccco1)/C(=C\C=C\c1ccccc1)NC(=O)c1ccco1
19	COc1cc(C(=O)NC2CC3CCCC(C2)N3Cc2ccccc2)cc(OC)c1OC (stereo not drawn)
20	Cc1ccsc1C(=O)N/N=C/c1ccc2c(c1)OCO2

Screen / compound no.	17	18	19	20
GLP1R ag	4%	0%	1%	-23%
EPAC1 agonist	-7%	13%	-2%	-14%
PTHR1 agonist	-23%	-3%	-15%	-31%
EPAC1 antag	-10%	?	-14%	-22%
PLK1 PBD block	-15%	-24%	4%	-11%
PI5P4Ka inh	?	-11	-7	-5
IL2 activator	-0.4	-1.9	-0.3	-0.2
HEK293 tox	10%	3%	1%	7%
GLP1R inv ag	-26%	18%	-2%	?

# (listing goes on)
25	Clc1ccc(SCCOCCN2CCCCCC2)cc1
26	Cc1c(NC(=O)Nc2ccc(C#N)cc2)c(=O)n(-c2ccccc2)n1C
27	CC(=O)NC(c1ccccc1)c1nc(-c2ccc(C)c(C)c2)cs1 (stereo not drawn)
28	CCC1=Nc2ccccc2NC2=C1C(=O)CCC2
29	Cc1ccc(C2C(C(N)=S)=C(N)OC3=C2C(=O)CC(C)(C)C3)cc1 (stereo not drawn)
30	c1cnc2c(C3NCCc4c3[nH]c3ccccc43)cccc2c1 (stereo not drawn)
31	CCOC(=O)C(CCC#N)(CCC#N)C(=O)OCC
32	CCCCCc1c(-c2ccc(Cl)cc2)ncn1CCc1ccccc1OC

Screen / compound no.	25	26	27	28	29	30	31	32
GLP1R ag	-3%	-2%	18%	8%	0%	-2%	-3%	-3%
EPAC1 agonist	-13%	-10%	-12%	2%	-2%	-16%	9%	-19%
PTHR1 agonist	16%	4%	i	i	-4%	14%	i	-45%[inhibitor]
EPAC1 antag	-10%	2%	-14%	4%	2%	-9%	2%	-18%
PLK1 PBD block	-1%	?	-6%	-20%	1%	-15%	-6%	-2%
PI5P4Ka inh	4	3	10	-22	-16	0	-2	-2
IL2 activator	-0.1	2.4	0.1	2.9	-0.8	1.2	-1.6	-1.0
HEK293 tox	?	-1%&2%	0%	-6%	5%	0%	9%	-13%
GLP1R inv ag	?	5%&-21%	-9%	13%	4%	?	6%	?

33	CSc1nc(Oc2cccc(C(F)(F)F)c2)cc(C(F)(F)F)n1
34	COc1ccc(NC(=O)CC(CC(=O)O)c2cc(OC)c(OC)c(OC)c2)cc1 (stereo not drawn)
35	Clc1ccc(-n2nnnc2SCc2c(-c3ccccc3)nc3sccn23)cc1
36	Cc1cc(C)c(Cn2c(=O)n(CCCC(=O)NCc3ccco3)c(=O)c3ccccc32)c(C)c1
37	COc1oc(-c2ccccc2)nc1C(F)(F)F
38	Nc1ccc2nc(-c3ccc(Cl)cc3)[nH]c2c1
39	CC(=O)Nc1ccccc1OCC(=O)NC1CCCCC1C (stereo not drawn)
40	Cc1ccc(NC(=O)CN(C)C(=O)C2COc3ccccc3O2)cc1 (stereo not drawn)

Screen / compound no.	33	34	35	36	37	38	39	40
GLP1R ag	-5%	-5%	-14%	-4%	-3%	1%	1%	-6%
EPAC1 agonist	-13%	1%	17%	9%	-7%	-18%	5%	-6%
PTHR1 agonist	i	i	i	i	-2%[57.5 µM]	-46%[inhibitor]	-13%	-6%
EPAC1 antag	-14%	-7%	0%	-5%	1%	15%	18%	-24%
PLK1 PBD block	27µM*	1%	?	-7%	-3%	0%	-8%	-15%
PI5P4Ka inh	4	3	7	-1	.	?	2	-2
IL2 activator	1.9	-0.3	4.4	0.5	-1.6	-4.4	1.4	0.3
HEK293 tox	68%[activator]	-2%	3%	-17%	12%	?	2%	0%
GLP1R inv ag	43%[activator]	4%	2%	-8%	5%	?	10%	-19%

41	COCCNC(=O)C(=O)c1c(-c2ccccc2)[nH]c2ccccc12
42	Cc1ccc(/C=C/C(=O)Nc2ccc(S(N)(=O)=O)cc2)o1
43	O=C(/C=C/c1ccccc1)Nc1ccc(NC(=O)c2cccs2)cc1
44	COCC(C)OC(=O)c1c(N)n(-c2ccc(OC)c(OC)c2)c2nc3ccccc3nc12 (stereo not drawn)
45	O=C(CN1CCOCCOCCN(CC(=O)Nc2ccccc2)CCOCC1)Nc1ccccc1
46	Oc1ccc(Br)c(CN2CCN(c3ncc(Cc4ccccc4)cn3)CC2)c1
47	COc1ccc(Cn2cccc(NC(=O)Nc3ccc(F)cc3)c2=O)cc1
48	O=C1CN=C(Nc2cccc(C(F)(F)F)c2)N1C1CCCC1
49	CCOc1ccc(N(CC(=O)NCc2ccccc2)S(C)(=O)=O)cc1

Screen / compound no.	41	42	43	44	45	46	47	48	49
GLP1R ag	5%	-1%	-1%	0%	4%	.	-2%	2%	0%
EPAC1 agonist	9%	3%	-11%	-8%	6%	16%	-2%	-1%	0%
PTHR1 agonist	i	-12%	i	i	i	-91%[inhibitor]	-35%	-33%[inhibitor]	i
EPAC1 antag	-12%	-3%	0%	8%	-6%	-7%	-18%	4%	10%
PLK1 PBD block	-11%	30µM*	0%	0%	-11%	-1%	-5%	-5%	1%
PI5P4Ka inh	7	-54*	-12	-2	-3	16	5	.	8
IL2 activator	0.2	-0.5	-0.5	0.1	-0.2	-0.3	0.2	1.3	0.5
HEK293 tox	19%	6%&0%	2%	3%	-5%	-5%	-2%	-3%	-1%
GLP1R inv ag	-1%	7%&6%	-6%	17%	-17%	?	?	-1%	21%
